Screening data (PubChem BioAssay)
NCI-60 one-dose screen, 48 h, at 10 µM unless noted. Numbers give growth in % (100 = growth as untreated, 0 = no growth, -100 = all killed).
SNB-19: SNB-19 CNS cancer cells. hit rate 2.5% among 81,000. AID 1794751
KM12: KM12 colon cancer cells; hit rate 5% among 82,000
SF-295: SF-295 CNS cancer cells | AID 1794758 | hit rate 5.6% among 79,000
SF-539: SF-539 CNS cancer | hit rate 6.8% among 81,000
U251: U251 CNS tumor cells; hit rate 5.4% among 80,000
HCT-116: HCT-116 colon cancer; AID 1794798; hit rate 7.3% among 82,000
HCC-2998: HCC-2998 colon cancer. hit rate 4.7% among 79,000
SNB-75: SNB-75 CNS cancer | hit rate 5% among 79,000
SF-268: SF-268 CNS cancer cells; hit rate 3.1% among 82,000
* = called active by the depositor; · = not tested or not shown. Rule for the calls: active = growth percent below 10; inactive = the rest. Rows are unselected (roughly 11% active in at least one column).

SMILES	SNB-19	KM12	SF-295	SF-539	U251	HCT-116	HCC-2998	SNB-75	SF-268
COc1ccc(-n2cc(COc3ccc4c5ccnc(C)c5n(CC(C)C)c4c3)nn2)cc1	78	80	61	83	70	50	85	62	79
CCOC(=O)N/N=C/c1ccc([N+](=O)[O-])o1	101	102	114	101	96	102	92	105	98
CC1CN=C(c2cccc(-c3ccc(-c4ccccc4)o3)c2)N1 (centres undefined)	26	-8.4*	-49*	-72*	-24*	-68*	-65*	59	3.1*
CCCCN1CCCCC1C(=O)Nc1c(C)cccc1C (centres undefined)	101	96	93	97	96	85	95	94	104
COc1ccc(-c2nc(SCCC(C)C)nc(NN)c2C#N)cc1	62	55	49	71	59	61	65	84	70
Cc1cc2c(-c3nc4ccccn4c3NC3CCCCC3)c(O)c(O)cc2c(O)c1-c1c(C)cc2c(-c3nc4ccccn4c3NC3CCCCC3)c(O)c(O)cc2c1O	25	30	17	17	20	14	46	28	38
Cc1ccc(-c2csc(Nc3ccc4nc5n(c(=O)c4c3)CCC5)n2)cc1	99	101	97	105	103	103	118	·	103
N#Cc1ccc(-c2ccc3[nH]c(=O)nc(-c4ccccc4)c3c2)cc1	95	96	92	96	85	90	100	109	95
CCOC(=O)c1ccc(S(=O)(=O)N(C)c2oc(-c3cccc4ccccc34)nc2C#N)cc1	98	108	101	104	101	101	113	101	104
C#C[C@@]1(O)[C@@H](CO)O[C@@H](n2cc(Br)c3c(N)ncnc32)[C@@H]1O	2.6*	8.1*	2.4*	-61*	-12*	3.2*	-22*	-36*	14
CC(C)c1ccc(Cc2cnc(NC(=O)c3cc(Br)cs3)s2)cc1	43	21	10.0*	4.7*	19	26	64	-3.6*	48
CCN(CCO)C(C(=O)c1ccc(Cl)cc1)c1ccc(Cl)cc1 (centres undefined)	92	93	88	93	95	69	97	74	92
COc1nc2c(c(=O)n1C)CN(Cc1ccccc1)C(C)=N2	93	118	124	110	106	109	109	84	119
O=C(NNc1nc(NNC(=O)c2ccccc2)nc(N2CCOCC2)n1)c1ccccc1	97	105	100	97	100	103	106	91	102
COC(=O)c1c2c(c(C)[n+]([O-])c1C)C(=O)C(NCc1cccc(OC)c1)=CC2=O	19	22	70	11	-1.8*	1.6*	22	132	37
Cc1ccc2nc(NC(=O)CSc3nc(-c4ccccc4)c(C#N)c4nc5ccccc5c(=O)n34)sc2c1	100	105	99	109	98	95	110	118	108
COc1ccc(/C=c2\c(=O)n(-c3ccccc3)c3nn4c(n23)=NNC(=O)C=C4c2ccc(Cl)cc2)cc1	100	103	102	101	101	101	113	64	96
N#Cc1ccc(C(=O)C[n+]2ccn(CC(=O)Nc3cccc4cccnc34)c2)cc1	95	101	102	87	108	105	111	12	94
CC(C)c1ccc(/C=N/Nc2nc3ccccc3s2)cc1	98	89	98	103	81	89	104	103	99
COc1ccc(C2CC(C)=NN2C(N)=S)cc1 (centres undefined)	96	103	85	111	96	92	96	114	119
O/N=C\c1ccc(Cl)cc1	94	110	110	98	101	103	100	94	117
CS(=O)(=O)Nc1ccc(CNC(=O)C2CCN(c3nc(C(F)(F)F)ccc3C#N)CC2)cc1	·	103	76	92	93	95	90	80	97
NS(=O)(=O)c1ccc(NS(=O)(=O)c2c(O)c3cc(Cl)ccc3oc2=O)cc1	98	97	92	94	103	104	110	89	99
OCCn1nnc2ccccc21	96	102	109	100	94	108	95	87	98
COC1OC(CO)C(N(C)C(C)=O)C1O (centres undefined)	96	103	100	96	100	108	107	87	99

The final two records of the section before are carried over, then new ones follow.
SMILES	SNB-19	KM12	SF-295	SF-539	U251	HCT-116	HCC-2998	SNB-75	SF-268
OCCn1nnc2ccccc21	96	102	109	100	94	108	95	87	98
COC1OC(CO)C(N(C)C(C)=O)C1O (centres undefined)	96	103	100	96	100	108	107	87	99
FC(F)(F)c1cc(-c2nnc3n2N=C(N2CCCC2)CS3)cc(C(F)(F)F)c1	65	89	46	30	38	43	·	30	75
O=S(=O)(O)c1ccc(O)c2ncccc12	·	95	104	99	107	100	96	87	99
Nc1nccc(=O)[nH]1	106	110	104	101	107	94	96	98	110
Cn1cccc1/C=N/NC(=O)Cn1c2ccccc2c2ccncc21	100	102	111	102	96	93	100	101	93
COc1ccc(/C=C/C(=O)c2ccc(NC(=O)CSc3nc(-c4ccc(OC)c(OC)c4)c(C#N)c(=O)[nH]3)cc2)cc1OC	78	68	81	87	86	70	·	67	67
CCCCOC(=O)/C=C/c1ccc2c(OC)cc(/C=C/C(=O)OCCCC)c3c2c1C(=O)N(CCCC)C3=O	102	79	86	109	92	75	100	78	89
Cc1cccc(NC(=O)Oc2ccc(C#N)cc2)c1	95	110	103	105	·	115	101	99	103
O=C(CN1CCCCCC1)Nc1nc2ccc(NCc3ccc(F)cc3)cc2s1	97	90	92	97	94	72	103	114	98
Cc1ccc(N)c([N+](=O)[O-])c1	104	107	105	102	100	109	106	100	106
COC(=O)c1c([N+](=O)[O-])ncn1[C@H]1OC[C@@H](OC(C)=O)[C@@H](OC(C)=O)[C@@H]1OC(C)=O	97	111	103	111	95	99	154	90	102
CCOC(=O)C(C(=O)OCC)[N+](=O)[O-]	111	112	99	105	102	102	106	101	99
S=C(Cc1ccc(Cl)cc1)N1CCOCC1	115	99	102	94	106	100	97	82	102
O=C(CN1CCCCC1)Nc1nc2ccc(NCc3ccc(F)cc3)cc2s1	76	96	76	91	97	78	103	94	85
COc1cc(-c2nn(C(C)(C)C)cc2-c2ccnc(NCCCNS(=O)(=O)c3ccc(C(F)(F)F)cc3)n2)ccc1F	93	85	77	93	78	73	100	65	70
Cc1cc(C)c2ccc(NC(=O)c3cccs3)nc2n1	95	102	98	90	98	102	111	80	105
CC1=C(CCN2CCN(c3ccccc3)CC2)C(=O)N2N=C(c3ccc(Cl)cc3)OC2N1 (centres undefined)	99	101	101	96	100	106	98	91	104
O=C(O)CCC(CC(=O)O)C(=O)O (centres undefined)	105	107	109	93	104	107	105	104	110
CCN(CC)N=Nc1nn(C(=O)Nc2ccc(Cc3ccccc3)cc2)c2ccc(Cl)cc12	67	57	8.6*	78	93	44	43	89	76
O=C(O)C1CC(=O)N(Cc2ccccc2)C1 (centres undefined)	89	109	97	101	101	102	113	82	103
O=[N+]([O-])c1ccc(-c2cc(CCCCO)on2)cc1	95	102	106	92	95	109	109	82	101
O=C(/C=C\c1cccc2ccccc12)c1cccc2ccccc12	81	88	101	93	·	51	100	98	91
COC(=O)Cc1[nH]cnc1C(N)=O	102	102	106	103	101	92	106	103	100
O=C(Nc1ccc(OCC(=O)c2ccccc2)cc1)Nc1ccc(Cl)c(C(F)(F)F)c1	16	2.0*	13	12	26	30	29	3.5*	19
CCOC(=O)c1ccc2c(c1N1CCN(c3ccc(F)cc3)CC1)N(O)ON2	122	100	79	102	106	105	110	100	103
CC1=NN2C(=NC3=C(CCC/C3=C\c3ccc(Cl)cc3)C2c2ccc(Cl)cc2)S1 (centres undefined)	84	77	102	102	86	-37*	81	100	99

More results:
SMILES	SNB-19	KM12	SF-295	SF-539	U251	HCT-116	HCC-2998	SNB-75	SF-268
C=CCn1c(SCC(=O)Nc2ccc(C(=O)/C=C/c3ccc(Cl)cc3)cc2)nnc1-c1ccc(Cl)c(Cl)c1	85	85	94	87	81	-71*	96	74	80
CC1(C)C(=O)/C(=C\O)C[C@]2(C)[C@H]3C(=O)C=C4[C@@H]5C[C@@](C)(C(=O)O)CC[C@]5(C)CC[C@@]4(C)[C@]3(C)CC[C@@H]12	98	105	108	107	108	111	110	105	108
CC/C=C\C[C@H](F)C/C=C1/C(=O)C=C[C@@H]1C/C=C\CCCC(=O)OC	34	-28*	4.5*	·	1.8*	-55*	9.4*	62	26
O=C1N=c2ccc(Cl)cc2=C1c1sc(=Nc2ccccc2)n(Cc2nc3ccccc3[nH]2)c1O	107	104	92	99	108	114	123	78	106
COc1ccccc1C1C2=C(CC(C)(C)CC2=O)N(CCc2ccc(S(N)(=O)=O)cc2)C2=C1C(=O)CC(C)(C)C2	102	107	107	96	105	109	108	119	104
O=Cc1cnc(C2OCCO2)s1	107	97	98	95	104	112	105	102	93
O=C(CNc1ncnc2sc3c(c12)CCCC3)NNC(=S)Nc1ccccc1	95	106	97	98	97	98	·	85	102
N#CCNc1ccccc1N	117	94	106	103	97	85	97	78	102
C=C1CC[C@@H]2[C@](C)(COC(C)=O)[C@H](OC(C)=O)CC[C@@]2(C)[C@@H]1CC(NCCCCCCCC)C1=CCOC1=O (some centres undefined)	78	69	81	89	56	36	91	75	68
COc1cc(/C=C/C(=O)c2ccc(S(=O)(=O)NCCNc3nc(Nc4ccc(F)cc4)nc(N(C)C)n3)cc2)cc(OC)c1OC	16	-81*	14	-95*	-81*	-70*	-99*	88	11
N#Cc1c(-c2cccs2)cc(-c2cnccn2)nc1SCC(=O)Nc1ccc(C(F)(F)F)cc1	97	94	99	98	102	94	109	76	95
O=c1c2cc(F)ccc2sc2c(-n3cccc3)nc3ccccc3c12	80	94	84	87	89	87	95	82	94
O=C(Oc1ccc[nH]c1=O)c1ccccc1	98	96	98	90	103	103	104	85	99
CCN(CC)Cc1cc(Nc2nc(NC3CCC(N(C)C)CC3)c3ccccc3n2)ccc1OC (centres undefined)	89	61	·	74	51	61	81	72	70
COc1ccc(-c2c(N)oc3ccc(Cl)cc3c2=O)cc1OC	101	109	170	98	102	99	84	94	106
C=CCc1cc(Cl)ccc1NC(C(N)=O)c1ccccc1 (centres undefined)	93	94	83	88	92	96	99	85	88
C=CCn1c(C)nc2cc(Nc3nc(NCCO)nc4ccccc34)ccc21	90	73	91	95	91	64	89	76	91
Cc1[nH]c(=S)[nH]c(=O)c1S(=O)(=O)Nc1ccc(Cl)cc1	97	100	104	93	93	94	107	56	94
CCN1CCN(Cc2ccc(NC(=O)c3nc4ccc5[nH]ncc5c4c4c3CCCC4)cc2C(F)(F)F)CC1	14	4.1*	-54*	-94*	-86*	-78*	-58*	81	27
CSc1nc2sc3c(C)ccc(C)c3n2c(=N)c1C#N	·	101	135	105	98	98	107	99	100
O=[N+]([O-])c1ccc2c(c1)CCN2	99	108	99	109	107	102	103	98	107
O=c1[nH]c(NCCO)nc2sc3c(c12)CCCC3	94	87	103	100	102	91	87	86	104
O=S1(=O)OCCOS(=O)(=O)C1Cl	106	99	98	100	98	91	96	·	99
Cc1ccc(C(C)C)c(OC(=O)Nc2cccc3ccccc23)c1	102	100	110	108	93	101	101	·	88
COC(=O)c1ccccc1C(=O)OC1CCCCC1	102	99	103	102	94	83	94	87	98

Not a retest: an excerpt of the list.
SMILES	SNB-19	KM12	SF-295	SF-539	U251	HCT-116	HCC-2998	SNB-75	SF-268
O=[N+]([O-])c1ccc2c(c1)CCN2	99	108	99	109	107	102	103	98	107
O=c1[nH]c(NCCO)nc2sc3c(c12)CCCC3	94	87	103	100	102	91	87	86	104
O=S1(=O)OCCOS(=O)(=O)C1Cl	106	99	98	100	98	91	96	·	99
Cc1ccc(C(C)C)c(OC(=O)Nc2cccc3ccccc23)c1	102	100	110	108	93	101	101	·	88
COC(=O)c1ccccc1C(=O)OC1CCCCC1	102	99	103	102	94	83	94	87	98

Other results.
SMILES	SNB-19	KM12	SF-295	SF-539	U251	HCT-116	HCC-2998	SNB-75	SF-268
O=C(Nc1ccccc1)Nc1ccccc1CNc1nc(Nc2ccc(OCCN3CCCC3)cc2)ncc1Cl	71	44	73	31	39	46	58	90	73
COC(=O)C[C@](O)(CCC(C)C)C(=O)O[C@H]1C(OC)=C[C@@]23CCC(=O)N2CCc2cc4c(cc2[C@@H]13)OCO4	89	79	97	99	104	98	105	91	95
O=C(O)CCCc1ccc(C2CCCC2)c2ccccc12	91	106	97	106	102	121	111	97	99
CCS(=O)(=O)Oc1ccc(NC(=O)C2CCCCC2)cc1	103	97	108	99	91	92	100	111	97
Cc1ccc(/C=C2\CCOC2=O)cc1	87	113	115	100	99	103	89	87	85
O=c1c2cc(F)cc(Cl)c2sc2c(NCc3ccccc3)nc3ccccc3c12	96	97	101	94	98	89	110	92	93
CN1CC[C@H](c2c(O)cc(O)c3c(=O)cc(-c4ccccc4Cl)oc23)[C@H](O)C1	10	3.9*	8.5*	-28*	5.8*	4.7*	-21*	-60*	4.2*
CC(O)C1CCC2C3CCC4CC(O)CCC4(C)C3C(=O)CC12C (centres undefined)	98	108	99	108	103	103	103	103	102
O=C(Nc1ccc(C(=O)Nc2cc(S(=O)(=O)O)cc3cccc(S(=O)(=O)O)c23)cc1)Nc1ccc(C(=O)Nc2cc(S(=O)(=O)O)cc3cccc(S(=O)(=O)O)c23)cc1	96	112	182	100	103	116	112	106	104
C#Cc1cccc(Nc2ncnc3cc(NC(=O)CCl)ccc23)c1	-71*	-74*	-82*	-91*	-88*	-76*	-88*	-97*	-60*
COC(=O)/C=C1/CCCCC1(C)C(=O)OC (centres undefined)	102	107	120	119	97	96	119	92	110
COc1ccc(OC)c(C(O)CNC(=O)CN)c1 (centres undefined)	106	105	94	109	102	98	105	104	108
Nc1nc2ccccc2c2c(=O)c3ccc(Cl)cc3sc12	102	88	101	106	85	82	114	96	95
Cn1c(=O)c2[nH]c(SC/C(=N/O)c3ccccc3)nc2n(C)c1=O	100	106	96	101	98	108	96	109	102
